# hcGAS inh = Primary biochemical luminescence assay for human cyclic GMP-AMP synthase inhibitors; inhibition, % at 12.5 µM; recombinant h-cGAS, ATP depletion, Kinase-Glo luminescence; AID 1259398, 2018; 290,000 tested, 0.081% active; Q8N884;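 further: 0% = vehicle reaction and 100% = reaction without DNA for no activity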
# Target sequence (Q8N884 whole entry, looked up): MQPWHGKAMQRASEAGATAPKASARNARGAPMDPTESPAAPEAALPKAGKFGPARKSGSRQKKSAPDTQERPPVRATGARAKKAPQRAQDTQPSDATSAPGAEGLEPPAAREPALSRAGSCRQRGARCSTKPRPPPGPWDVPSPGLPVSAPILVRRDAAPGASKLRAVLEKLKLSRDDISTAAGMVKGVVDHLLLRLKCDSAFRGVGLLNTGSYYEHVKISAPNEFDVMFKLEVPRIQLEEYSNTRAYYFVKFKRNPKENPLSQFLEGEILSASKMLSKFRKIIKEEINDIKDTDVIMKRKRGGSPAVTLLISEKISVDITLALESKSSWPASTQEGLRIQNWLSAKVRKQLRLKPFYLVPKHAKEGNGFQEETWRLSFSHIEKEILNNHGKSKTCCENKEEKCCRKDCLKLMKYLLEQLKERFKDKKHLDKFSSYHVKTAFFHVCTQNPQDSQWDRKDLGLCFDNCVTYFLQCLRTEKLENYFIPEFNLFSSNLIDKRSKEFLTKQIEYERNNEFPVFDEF
# NPYLR7 agonist = agonists of mosquito NPYLR7 receptor, primary screen, cell-based, Aedes aegypti, calcium fluorescence, mosquito biting behavior; Aedes aegypti neuropeptide Y-like receptor 7 (NPYLR7); HEK293T NPYLR7/Galpha15, GCaMP6s calcium fluorescence; activation, % at 10 µM; 270,000 tested, 0.15% active; in the data active means activation above about 40%;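 further: 0% = vehicle and 100% = reference agonist at the receptor; some compounds past the cut are filed as inactive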
# mcGAS lum = cyclic GMP-AMP synthase inhibitors, mouse, primary biochemical chemiluminescence | Q8C6L5 | recombinant cGAS, Kinase-Glo ATP depletion luminescence | inhibition, % at 12.5 µM | 160,000 tested, 0.15% active | AID 1259399, 2018;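 further: 0% = negative control wells and 100% = reference inhibitor with no enzyme activity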
# The depositor's hits bear a star; . = no result given; & = joins results of further samples. Unless noted, no stated cut-off is given here; in the data, active means inhibition above about 40%; inactive means the rest.
SMILES,hcGAS inh,NPYLR7 agonist,mcGAS lum
COc1ccc(-c2nn(Cc3cc(OC)cc(OC)c3)c(=O)c3nc(C)sc23)cc1,-1.3,-0.6,-7.0
COc1ccccc1-n1ccc2c(cnc3ncnn32)c1=O,-3.8,3.3,.
Cc1cc(-c2cc(NCC(=O)O)nc3[nH]ccc23)c2ccccc2n1,-4.6,5.1,-15.8
CCOc1coc(C(=O)Nc2c(C)cc(C)cc2C)cc1=O,-11.1,10.0,.
Cn1c(C2CCN(S(C)(=O)=O)CC2)nn(Cc2c(F)cccc2Cl)c1=O,-7.4,-2.7,-6.7
COc1ccc(S(=O)(=O)Nc2ccc3c(c2)-c2nc(C)sc2CC3)c(OC)c1,6.8,12.1,.
COc1ccc(CCN2C(=O)CC(C(N)=O)SC2=Nc2ccccc2)cc1 (configuration not stated),-7.3,-8.0,-6.2
O=C(NCc1cccs1)c1cncn1-c1cccc(-c2cccc(Cl)c2)c1,-6.3,22.4,-4.9
CCOC(=O)c1cnc[nH]1,-3.5,-1.0,.
Cc1occc1C(=O)Nc1nc2ccc(S(C)(=O)=O)cc2s1,-9.5,1.4,.
Cc1nc(CN(C)C(=O)c2oc(COc3ccccc3)cc2C)no1,-2.8,6.3,.
c1ccc(CCc2noc([C@H]3CCCO3)n2)cc1,-7.6,10.9,.
Cc1cc(C)c(NC2=NC3CS(=O)(=O)CC3S2)c(C)c1 (configuration not stated),-5.3,-0.6,.
CCOC(=O)Nc1sc(C(=O)OC(C)C)c(C)c1C(N)=O,-2.8,5.5,-5.4
COc1cc(-c2nnc(CSc3nnc(-c4ccco4)n3C)o2)cc(OC)c1OC,3.3,15.1,.
Cc1oc2c(c1C(=O)N1CCCC(N(C)CCN(C)C)C1)C(=O)CCC2 (configuration not stated),-10.9,5.0,-16.0
COc1cc(NC(=O)Cc2cccc(F)c2)ccc1N1CCCC1=O,-0.5,-1.4,.
CS(=O)(=O)Oc1ccc(/C=C2/C(=N)N3N=C(C(F)(F)F)SC3=NC2=O)cc1Cl,6.0,0.1,.
Cc1cccc(CSc2nnc(N)s2)c1,-5.7&-3.8,1.5&1.0,.
O=C(N=Nc1c(O)[nH]c2ccccc12)c1ccccc1Br,-1.5,-2.0,.
COC[C@H]1C[C@H]2C[C@@H](Oc3ccccn3)[C@H](N3CCc4ccccc4C3)[C@]2(O)CO1,-4.5,3.1,-5.9
CCOC(=O)c1ccc(OC2CC3CCC(C2)N3C(=O)c2ccc(CSc3ccccc3C(=O)OC)cc2)cc1 (configuration not stated),2.5,12.1,-3.8
CCOC(=O)C1CCN(S(=O)(=O)CCCOc2cccc3c2OC(C)(C)C3)CC1,-2.7,8.7,-9.7
Cc1cccc(CNC(=O)C(C2CCCC2)N2CCN(C(=O)c3ccc(Cl)cc3Cl)CC2)c1 (configuration not stated),4.3,-3.7,.
Cc1cc(NS(=O)(=O)/C=C/c2ccccc2)n(C)n1,-5.5&-1.3,5.5&6.6,3.7
SMILES,hcGAS inh,NPYLR7 agonist,mcGAS lum
CCCc1nc(C(=O)N2CCc3c(nc(N(C)C)nc3N(C)C)C2)cs1,-1.8,-4.9,-0.6
COc1ccc(-c2nc3ccccn3c2NC(C)(C)CC(C)(C)C)cc1,-7.2,1.9,-5.2
CCOc1c(Cl)cc(C(=O)Nc2nc(CN3CCC(C)CC3)cs2)cc1OC,-6.6,14.1,-7.2
Cn1nc(C(=O)NCC(C)(C)N2CCCCC2)c2ccccc2c1=O,-9.7,4.3,.
CC1Sc2ccc(C#N)cc2N(Cc2ccc(OC(F)(F)F)cc2)C1=O (configuration not stated),10.7,-19.0,.
CCn1nc(C(=O)N2CCCC2)c2c1CCN(Cc1cccn1-c1cccnc1)C2,-6.6,0.1,.
Cc1ccc(C(=O)O)cc1NC(=O)c1cc2ccccc2oc1=O,-1.5,-5.8,-1.8
CN(C)CCCn1ccc2c(nnc3c(-c4ccc(Cl)cc4)cnn32)c1=O,-5.9,2.0,.
Cn1c2c(c3ccccc31)C[C@H]1C[C@@H]2[C@@H](Oc2ccccn2)CN1CCCO,-0.7,19.6,-7.8
N#Cc1ccc(N2CCN(C(=O)c3ccc4c(c3)OCCCO4)CC2)nc1,-1.2,2.6,.
Cc1cccc2nc(COC(=O)CCN3C(=O)C4CC=CCC4C3=O)cc(=O)n12 (configuration not stated),-2.8,17.9,.
CCOc1c(C)cc(S(=O)(=O)NCC2CCN(Cc3ccco3)CC2)cc1C,2.9,-5.5,.
CC(O)CN(CC(C)O)C(=O)c1ccccc1-c1ccc(C(F)(F)F)cc1 (configuration not stated),-4.7,-14.3,-2.3
COc1ccc(OC)c(-c2cnc(-c3ccc(CNC(=O)c4ccc(N(C)C)cc4)cc3)[nH]2)c1,-3.9,1.0,-5.2
CC(C)(C)C(O)CN1CCC(=O)N(C2CCCC2)Cc2cc(F)ccc21 (configuration not stated),-9.7,5.9,-1.2
CC(CN1CCc2ccccc2C1)Nc1nccc(N2CCC(O)CC2)n1 (configuration not stated),-5.3,-1.0,-11.7
CCCc1cc(=O)[nH]c(SCc2cn3cccc(C)c3n2)n1,-4.9,-2.3,.
CCCOc1cc(S(=O)(=O)N(C)C)ccc1Cl,-7.5,7.6,-6.7
O=S1(=O)C[C@H](N2CCC3(CC2)OCCO3)[C@@H](S(=O)(=O)c2cccs2)C1,-6.8,.,-4.4
CNC(=O)c1nnc2n1C(c1ccccc1)CN(Cc1cccc(C(F)(F)F)c1)C2 (configuration not stated),-6.4,4.7,.
COCCN(Cc1nc2ccccc2o1)C(=O)CCC(=O)OC,-0.8,3.4,-4.3
CCN(CC)C(=O)Cn1cc(-c2nc(-c3ccccc3C)no2)nn1,-7.9,9.8,.
Cc1ccc(-n2c(SCc3nc(C(=O)N4CCC(n5c(=O)[nH]c6ccccc65)CC4)cs3)nnc2-c2ccncc2)cc1,-3.3,18.3,-5.2
CCCc1cc(C(=O)N2CCCC(O)(CN(C)C)C2)ccn1 (configuration not stated),-1.4,-1.6,.
COCCNC(=O)C1(C)CCCN(Cc2cccs2)C1 (configuration not stated),-13.2,1.6,.
SMILES,hcGAS inh,NPYLR7 agonist,mcGAS lum
CCOC(=O)C1CCN(c2c(S(=O)(=O)c3ccccc3)cnc3ccccc23)CC1,-11.2,7.7,-6.3
CSCC(=O)Nc1nc(-c2ccc(N(C)S(C)(=O)=O)cc2)cs1,-8.0,-1.2,.
O=S(=O)(c1cccs1)N1C[C@H](O)C2C[C@H]1CC[C@H]2O,7.4,3.5,-7.3
CC1(C)CC(n2c(NN)nc3c(c2=O)C2(CCCCC2)Cc2ccccc2-3)CCO1 (configuration not stated),1.7,-9.4,.
CCSc1nnc(NC(=O)CN2CCCC2c2ccccn2)s1 (configuration not stated),-3.3,3.1,.
CN(Cc1ccccc1)c1cc(-c2ccccc2)nc(SCc2ccc(C(=O)NCc3ccncc3)cc2)n1,-9.0,7.3,-3.6
CCOCCCC(=O)N1CCC(=O)Nc2ccccc21,-16.4,-5.9,.
COc1ccc(NC(=O)N(CCCN2CCOCC2)CC(=O)N(Cc2ccc(F)cc2)Cc2ccco2)c(OC)c1,-12.5,-3.2,-7.9
COc1ccc(CCNC(=O)c2cccnc2N2CCN(C(=O)c3cc(C)oc3C)CC2)cc1OC,-5.2,-0.3,-4.1
CCOC(=O)C1CCN(Cc2nc3scc(-c4ccc(Cl)cc4)c3c(=O)[nH]2)CC1,-4.3,11.3,-1.8
Cc1nc(CNC(=O)c2ccc(OC3CCN(S(C)(=O)=O)CC3)c(Cl)c2)cs1,-9.0,-0.8,.
Cc1ccccc1-c1noc(CCC(=O)NC(C)Cc2ncccc2C)n1 (configuration not stated),-5.5,6.0,-12.4
Cc1ccsc1C(O)c1nnc(Nc2cccc(OC(F)(F)F)c2)s1 (configuration not stated),-2.2,5.5,-4.2
CC1CN(c2ccc(NC(=O)N(C)Cc3ccccc3)cc2)CCO1 (configuration not stated),-3.3,-1.3,.
CCc1ccc(-c2nccn2CC2CC(=O)N(C(C)C)C2)o1 (configuration not stated),-3.9&-10.1,0.0&-1.4,.
COc1ccc(NC(=S)NN(C)C(=S)Nc2ccc(OC)cc2)cc1,-5.8,6.9,.
CCC(C)NC(=O)c1cc(NC(=O)Nc2cccc(Cl)c2)ccc1N1CCN(c2ccccc2OC)CC1 (configuration not stated),-1.5,0.5,-4.4
CCN1CCCC1CNC(=O)c1ccc(-c2cc(-c3ccc(Cl)cc3)[nH]n2)cc1 (configuration not stated),-3.1,1.1,-5.1
CCc1noc(C)c1C(=O)N1Cc2cc(C)ccc2OC(c2ccsc2)C1 (configuration not stated),-7.9,1.3,-12.0
O=c1c2nnn(-c3ccc(Br)cc3)c2ncn1Cc1ccccn1,-4.8,-4.3,-3.4
COc1ccccc1OCC(=O)Oc1coc(CSc2nc(C)cs2)cc1=O,-0.7,-7.8,-0.4
CCC(C)NCc1ccc(N(CC)CC)cc1OS(=O)(=O)CC (configuration not stated),-0.6,18.1,.
CC(C)CC(=O)Nc1nnc(S(=O)(=O)N2CCCCC2)s1,-7.4,.,-5.3
CC1=CC(=NNC(=S)Nc2ccc(F)cc2)CC1,-5.5,2.5,-6.7
CC1CCCCN1CCCNC(=O)c1cc2n(n1)CCN(Cc1ccccc1F)C2=O (configuration not stated),-4.1,11.8,-6.1
SMILES,hcGAS inh,NPYLR7 agonist,mcGAS lum
CN(C)c1ccc(CN2CCC(Cc3ccc(-n4cccc4)cc3)CC2)c2ccccc12,2.6,3.9,2.8
CCCCCCCCCCC(=O)Nc1nc2ccc(OC)cc2s1,-0.2,-11.8,-3.3
O=S(=O)(c1cccs1)N1CCN(C(c2ccc(F)cc2)c2ccc(F)cc2)CC1,-5.0,15.2,-5.1
COc1ccc(C(C)=O)cc1Cn1c(C)c(C(=O)NCc2cccc(C(F)(F)F)c2)sc1=O,3.7,-10.2,.
COC(c1ccc2c(c1)CN(C(=O)Cn1nc(C)c3ccccc3c1=O)CCO2)C1CCCCC1 (configuration not stated),2.7,-4.0,-0.3
O=C(Cn1cnc2sccc2c1=O)Nc1ccc2c(c1)OCCO2,-4.4,3.9,.
OC12CC3CC(CC(C3)C1)C2,-12.9,-1.6,-7.6
CCN(CC)S(=O)(=O)c1ccc(OC)c(N2CCN(S(=O)(=O)c3ccc(F)cc3)CC2)c1,-9.4,3.5,-7.6
CCCn1c(=O)c2c(nc3n2CC(C)=NN3CCOC)n(C)c1=O,-6.2,8.6,.
Cc1ccc(CCC(=O)NCCCN2CCCCC2)cc1Cl,-2.8,2.6,.
COc1ccc(C)cc1NC(=O)c1ccc2c(c1)CCC2,-1.7,1.2,.
O=C(COc1cccc(Cl)c1Cl)N1CCN(S(=O)(=O)c2ccccc2)CC1,-1.1,-3.1,-17.5
COc1ccc(S(=O)(=O)N2CCN(C(=O)NC(c3ccccc3)C3CC3)CC2)cc1[N+](=O)[O-] (configuration not stated),-3.3,12.1,-6.7
O=C(COCc1ccccc1)N1CCC(n2nc(-c3ccccc3)cc2-c2ccccc2)CC1,-1.6,-6.5,-5.4
NC(=O)C1CCN(C(=O)c2cc3c(=O)n4ccccc4nc3s2)CC1,-0.9&-0.7,-5.2&7.0,.
Nc1ncc(C(=O)N2CCOC(CC3CCCCC3)C2)c(-c2ccccc2)n1 (configuration not stated),-2.9,.,-10.9
CC(O)CCN(C)S(=O)(=O)c1ccccc1-c1ccccc1 (configuration not stated),-3.6,0.2,.
COc1ccccc1CN(Cc1ccc(F)cc1)Cc1nc(C(=O)NCC2CC2)co1,-5.9,28.0,-3.8
CC(=O)C1=C(c2ccc3c(c2)CCCC3)N(C(C)=O)n2cnnc2S1,-14.1,0.2,.
CC(C)Oc1nc(-c2cccc(F)c2)n(-c2cccc(NC(=O)C(C)C)c2)n1,-1.6,11.6,-2.0
Cc1cc(NC(=O)c2ccco2)sc1C(=O)N1CCN(c2cnccn2)CC1,3.3,3.8,-3.3
O=c1[nH]c(=S)[nH]c2c1C(c1cccc([N+](=O)[O-])c1)c1c([nH]c(=S)[nH]c1=O)O2,30.5&26.7,5.3&-0.7,55.2*
COc1ccc(C(=O)N2CCCC(C(=O)c3ccc(SC)cc3)C2)c(OC)n1 (configuration not stated),-10.0,6.1,-8.2

# Rows were taken by chance (roughly 0.29% active in at least one column).
